OX1R antag: blocks the human orexin 1 receptor; AID 485270; OX1R-expressing cells, FRET antagonist read-out; 330,000 tested, 1.8% active; inhibition, % at 6.6 µM; in the data active = inhibition mostly above about 38%, no sharp cut-off; inactive = mostly below about 40%;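 note: 0% = agonist challenge alone and 100% = reference antagonist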
Target sequence (O43613 whole entry, looked up): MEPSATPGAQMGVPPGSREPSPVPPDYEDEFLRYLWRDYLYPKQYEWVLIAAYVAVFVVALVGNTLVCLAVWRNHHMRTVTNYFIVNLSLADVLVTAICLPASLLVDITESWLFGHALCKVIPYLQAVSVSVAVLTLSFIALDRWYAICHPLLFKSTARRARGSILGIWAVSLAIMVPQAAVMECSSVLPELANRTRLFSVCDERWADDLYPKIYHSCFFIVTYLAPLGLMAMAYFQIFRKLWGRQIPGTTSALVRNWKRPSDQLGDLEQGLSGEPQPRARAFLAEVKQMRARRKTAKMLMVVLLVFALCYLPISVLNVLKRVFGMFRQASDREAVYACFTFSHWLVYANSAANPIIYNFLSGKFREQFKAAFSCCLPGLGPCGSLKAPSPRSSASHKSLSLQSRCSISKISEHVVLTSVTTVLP
STK33 kinase inh: inhibitors of human STK33 kinase; purified STK33, MBP phosphorylation, ADP-Glo luminescence; inhibition, % at 10 µM; Q9BYT3; 320,000 tested, 0.073% active;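 active = inhibition at or above 25%, using the most active replicate where run in duplicate; inactive = inhibition below 25%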
Target sequence (Q9BYT3 whole entry, looked up): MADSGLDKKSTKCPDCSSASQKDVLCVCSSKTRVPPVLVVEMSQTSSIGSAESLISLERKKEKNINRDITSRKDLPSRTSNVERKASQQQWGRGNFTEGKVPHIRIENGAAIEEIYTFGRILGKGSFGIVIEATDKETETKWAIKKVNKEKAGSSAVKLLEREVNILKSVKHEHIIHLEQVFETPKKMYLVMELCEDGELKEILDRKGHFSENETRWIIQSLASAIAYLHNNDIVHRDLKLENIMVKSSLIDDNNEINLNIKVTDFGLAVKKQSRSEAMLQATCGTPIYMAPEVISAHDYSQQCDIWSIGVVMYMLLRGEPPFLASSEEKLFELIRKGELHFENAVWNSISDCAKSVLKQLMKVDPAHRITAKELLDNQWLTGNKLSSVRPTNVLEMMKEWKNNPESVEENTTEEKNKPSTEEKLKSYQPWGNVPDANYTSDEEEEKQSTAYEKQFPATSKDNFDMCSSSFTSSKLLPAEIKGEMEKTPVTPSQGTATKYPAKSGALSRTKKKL
* hit, by the source's call; / = not tested or not shown.

Results follow in this order: OX1R antag, STK33 kinase inh
> CC(C)C(c1nnnn1Cc1ccc(F)cc1)N1CCSCC1 (stereo not drawn)
→ 1, -0.3
> COc1ccc(C)cc1NC(=O)CCCN1C(=O)C2CC=CCC2C1=O (stereo not drawn)
→ 32, 0.5
> O=C(NNS(=O)(=O)c1ccccc1)c1ccncc1
→ 14, -1.0
> CCOC(=O)C(NC(C)=O)C(=O)Nc1ccc(C(C)(C)C)cc1 (stereo not drawn)
→ 10, 0.6
> CN(c1ccccc1)c1nccc(=O)[nH]1
→ 3, -2.5
> CCCn1c(N)c(N(CCOC)C(=O)CCC2CCCCC2)c(=O)[nH]c1=O
→ -2, -1.9
> COc1cc(S(=O)(=O)Nc2ccccc2C)ccc1NC(=O)c1ccncc1
→ 11, -1.3
> COc1ccccc1NC(=O)CN1CCCCC1
→ 7, -0.7
> Cc1ccccc1NC(=S)NC(=O)/C=C/c1ccco1
→ 13, 1.4
> CCCCCOc1ccc(/C=C/C(=O)NCCc2nc3ccccc3[nH]2)cc1OC
→ 14, -0.5
> CCc1nc2ccc(C(=O)N3CCN(c4ccc([N+](=O)[O-])cc4)CC3)cc2nc1CC
→ 16, -0.9
> C=CCN(C(=O)c1csnn1)C(C(=O)NCc1ccccc1)c1c(F)cccc1Cl (stereo not drawn)
→ 19, -1.1
> OCC[C@H]1C[C@@H](O)[C@H](O)[C@]2(CCCO2)O1
→ 13, 0.0
> c1ccc(-c2ccc(-c3nc(-c4ccncc4)no3)cc2)cc1
→ 7, -0.6
> Cc1c(NC(=O)c2ccc(F)cc2)c(=O)n(-c2ccccc2)n1C
→ 5, 0.0
> CC(C)C[C@@H](C(=O)O)N(Cc1cccc(CN([C@@H](CC(C)C)C(=O)O)S(C)(=O)=O)c1)S(C)(=O)=O
→ 14, -1.1
> Cc1ccc2cccc(OC(=O)c3ccc4c(c3)OCCO4)c2n1
→ 8, -0.2
> O=C(OCC(=O)N1CCCC1)c1cnc(Cl)c(Cl)c1
→ 5, -1.3
> CCC(CC)C(=O)Nc1cccc(C(=O)N2CCCCCC2)c1
→ 17, -0.9
> Nc1nc(Cl)cc(NCCc2ccc(O)cc2)n1
→ 12, 0.1
> COc1ccc(CN2CCN(CC=C(C)C)C(CCO)C2)cc1Cn1cccn1 (stereo not drawn)
→ 14, 0.4
> CCOC(=O)c1c(-c2ccccc2)csc1NC(=O)/C(C#N)=C/c1ccc(O)c(OC)c1
→ 5, -1.9
> Cc1ccc(C)c(C(=O)OCC(=O)Nc2cccc(S(=O)(=O)N3CCCCC3)c2)c1
→ 8, 0.9
> CN(/N=C/c1ccc2c(c1)OCO2)c1nc(N2CCOCC2)nc(N2CCOCC2)n1
→ 5, -1.4
> CCOc1ccc2ccccc2c1C(=O)N1CCN(c2ccccc2)CC1
→ 21, -0.7
> CC(NC(=O)c1ccncc1)c1ccc(Cl)cc1Cl (stereo not drawn)
→ 2, 0.8
> O=C(NCC1(c2ccccc2)CCCC1)c1ccc(Br)cc1
→ 28, -4.7
> Cc1cc(C)cc(OCC(=O)OCC(=O)Nc2c(C)n(C)n(-c3ccccc3)c2=O)c1
→ 12, -1.3
> Cc1ccc(CN2CCCNC2=O)cc1
→ 12, 1.4
> COc1cccc(NC(=O)Nc2ccncc2)c1
→ 5, 1.0
> O=S(=O)(/C=C/c1ccccc1)N1CCN(c2nc(-c3cccnc3)nc3ccccc23)CC1
→ 42, -0.3
> CN(C)CCNC(=O)C(=O)NCC1OCCN1S(=O)(=O)c1cc(F)ccc1F (stereo not drawn)
→ -1, 0.1
> COc1ccc(CN2CC[C@H]3C=CCc4cccc(c43)C2)cc1
→ 16, 1.0
> COc1ccccc1N1CCN(/N=C/C=C\c2ccco2)CC1
→ 17, -1.4
> O=C(O)c1ccc(Sc2nnnn2-c2ccccc2)c([N+](=O)[O-])c1
→ 62, -0.4
> COc1ccc(NC(=O)CCN2CCN(c3ccccc3F)CC2)c(OC)c1
→ -3, -0.6
> O=C(NCCC1=CCCCC1)C1CCN(c2nnc(-n3cccc3)s2)CC1
→ 5, -0.1
> O=C(Nc1cccc(C(F)(F)F)c1)OCCN1CCN(Cc2ccccc2)CCC1=O
→ 24, -2.0
> N#CC1=C(SCC(=O)Nc2ccc(C(=O)O)cc2)NC(=O)CC1c1ccco1 (stereo not drawn)
→ 5, -2.4
> Cc1cccc(Nc2nc(-c3ccc(F)c(C)c3)cs2)n1
→ 18, 3.1
> CCOc1ccc(NC(=O)CCn2ccnc2)cc1
→ 9, -0.3
> O=C(O)c1cccnc1SC1CC(=O)N(c2ccc(OC(F)F)cc2)C1=O (stereo not drawn)
→ 3, -0.3
> COc1cccc(-c2cc(N)nn2C(=O)Nc2ccc(Cl)cc2)c1
→ 14, -0.7
> COc1ccccc1C(=O)C1CCCN(C(=O)CCc2ccccn2)C1 (stereo not drawn)
→ 6, 0.7
> Oc1ccc(-c2[nH]ncc2-c2nc3ccccc3s2)c(O)c1
→ 24, 16
> COc1ccc(NC(=O)CSCC(=O)N2CCCc3ccccc32)cc1
→ 21, -1.1
> O=[N+]([O-])c1ccc(-c2nc(=S)c3c(o2)CCCC3)cc1
→ 47, 0.1
> CCOc1ccc(S(=O)(=O)N(C)c2ccc(OCC(=O)N3CCOCC3)cc2)cc1
→ 6, -1.9
> COc1ccc(CCNC(=O)CCCc2nnc3n(C)c(=O)c4sccc4n23)cc1OC
→ 21, 0.0
> CCOC(=O)NC(NC(=S)Nc1ccccc1OC)C(Cl)(Cl)Cl (stereo not drawn)
→ 15, -0.6

Reprinted at random: three records from the list.
Results follow in this order: OX1R antag, STK33 kinase inh
> CC(C)C[C@@H](C(=O)O)N(Cc1cccc(CN([C@@H](CC(C)C)C(=O)O)S(C)(=O)=O)c1)S(C)(=O)=O
→ 14, -1.1
> O=[N+]([O-])c1ccc(-c2nc(=S)c3c(o2)CCCC3)cc1
→ 47, 0.1
> COc1ccc(CCNC(=O)CCCc2nnc3n(C)c(=O)c4sccc4n23)cc1OC
→ 21, 0.0

The listing continues.
Results follow in this order: OX1R antag, STK33 kinase inh
> CCC(=O)Nc1cccc(NC(=S)NC(=O)c2cccs2)c1
→ 6, -0.3
> CS(=O)(=O)c1ccc(Cl)c(NC(=O)COC(=O)/C=C/c2cnc3ccccc3n2)c1
→ 30, -0.7
> O=C(COC(=O)C1CCN(c2ccc(C(F)(F)F)cn2)CC1)c1ccc(Cl)cc1
→ 15, -2.4
> O=c1cc(-c2ccccc2Cl)oc2ccc([N+](=O)[O-])c(O)c12
→ 36, -0.1
> COc1ccc(/C=C2\Sc3ccc(C(=O)N4CCN(Cc5ccccc5)CC4)cc3N(C)C2=O)cc1OC
→ 17, -1.4
> COc1ccc(C(=O)NCCC2=CCCCC2)cc1OC
→ 22, 2.3
> CCc1sc(C(=O)NCCc2ccc(S(N)(=O)=O)cc2)cc1C
→ 12, -0.6
> N#Cc1ccccc1Sc1ccccc1C(=O)Nc1ccccc1
→ 34, -0.4
> Cn1cc(-c2nnc(-c3ccccc3)o2)c2ccccc21
→ 32, -0.1
> CCN(CC)C(=O)c1ccc(C(=O)c2c(C)cc(C)cc2C)cc1
→ 22, -1.4

Compound profiles (already shown).
O=C(COC(=O)C1CCN(c2ccc(C(F)(F)F)cn2)CC1)c1ccc(Cl)cc1 across the screens: OX1R antag = 15; STK33 kinase inh = -2.4
CS(=O)(=O)c1ccc(Cl)c(NC(=O)COC(=O)/C=C/c2cnc3ccccc3n2)c1 across the screens: OX1R antag = 30; STK33 kinase inh = -0.7
CCc1sc(C(=O)NCCc2ccc(S(N)(=O)=O)cc2)cc1C across the screens: OX1R antag = 12; STK33 kinase inh = -0.6

(more compounds)
Results follow in this order: OX1R antag, STK33 kinase inh
> CC(=O)/C(C#N)=C1\NC(=O)C(Cc2ccccc2Cl)S1 (stereo not drawn)
→ 70, -0.2
> CC(C)C(=O)N1CCN(c2nc(-c3ccccc3)c3c(c2C#N)CC(C)(C)OC3)CC1
→ 16, -1.2
> COc1ccc2sc(-c3ccccc3OC)c(C#CC(C)(C)O)c2c1
→ 3, -0.5
> COc1cccc(OC)c1C(=O)N1CCN(c2ccccn2)CC1
→ 16, -0.5
> CC(=O)N1CCN(C(=O)c2ccc(NS(=O)(=O)c3ccc4[nH]c(=O)[nH]c4c3)cc2)CC1
→ 11, -0.7
> CCC(CC)C(=O)OCC(=O)Nc1ccc(S(=O)(=O)N2CCOCC2)cc1OC
→ 22, -0.4
> COC(=O)CC1C(=O)NCCN1C(=O)NC1CCCCC1 (stereo not drawn)
→ 18, -1.7
> CCc1nc2c(c(=O)c3ccccc3n2C)c(=O)n1CCc1ccc(OC)cc1
→ 7, -0.6
> COC(=O)c1c(C)[nH]c(C(=O)/C=C/c2ccc(C)cc2)c1C
→ 17, -2.1
> Cc1ccc(-c2ccc(C(=O)NCc3ccccc3)o2)c2ccccc12
→ 30, -0.8
> COC(=O)C1=C(C)N(c2ccc(C)c(C)c2)/C(=C/c2ccc(O)cc2)C1=O
→ 6, -0.5
> O=C(NNc1ccc(-c2csnn2)cc1)c1ccccc1C(F)(F)F
→ 6, 0.4
> Cc1ccc(C(=O)C2=C(O)C(=O)N(Cc3ccccc3)C2c2cccnc2)o1 (stereo not drawn)
→ 4, -3.1
> CC(C(=O)Nc1cccnc1)N1C(=O)c2ccccc2C1=O (stereo not drawn)
→ 12, -1.1
> CN(Cc1nc(Cc2ccccc2F)no1)[C@@H]1CS(=O)(=O)C[C@H]1O
→ 12, -1.9
> COc1ccc(C(=O)Nc2ccc3c(c2)nc(CN2CCN(C(C)=O)CC2)n3C)cc1
→ 15, -0.6
> COc1ccc(NC(=O)C2Cc3ccccc3O/C2=N\O)cc1 (stereo not drawn)
→ /, -0.8
> O=C1c2ccccc2C(O)(c2ncc[nH]2)N1CCc1ccccc1 (stereo not drawn)
→ 12, 0.4
> c1ccc(-c2cc(-c3ccc(N4CCOCC4)cc3)nc3ccccc23)cc1
→ 21, -0.9
> CCOC(=O)c1ccc(NC(=O)NC2CC3CCC(C2)N3Cc2nnnn2Cc2ccco2)cc1 (stereo not drawn)
→ -9, -0.3
> Cc1ccc([N+](=O)[O-])cc1N(CC(=O)N1CCCCC1)S(C)(=O)=O
→ 14, -2.1
> CCCCN1C(=O)C(O)(CC(=O)c2ccco2)c2cc(Br)ccc21 (stereo not drawn)
→ 11, -0.6
> COc1ccc(-c2ccc(C#N)c(SCC(=O)NC3CC3)n2)cc1OC
→ 2, -0.7
> CCOC(=O)[C@@H]1[C@H]2COc3ccccc3[C@@H]2N2C(=O)N(c3ccc(F)cc3)C(=O)[C@@]12C
→ 10, 0.5
> COc1ccc(C2(CNC(=O)c3ccccc3[N+](=O)[O-])CCOCC2)cc1
→ 19, 0.2
> CCOC(=O)C(NC(=O)c1ccccc1)(OCC1(CC)COC1)C(F)(F)F (stereo not drawn)
→ 24, 1.3
> CCNC(=O)NC(=O)COC(=O)c1cccc(NS(=O)(=O)/C=C/c2ccccc2)c1
→ 24, -1.2
> CSc1nc(NCCCO)c2c3c(sc2n1)CN(C)CC3
→ -3, 7.9
> O=C(Nc1ccc(F)cc1)Nc1ccccc1C(=O)NCCN1CCNC1=O
→ 6, -1.2
> Cc1c(N=Cc2nc3ccccc3n2C)c(=O)n(-c2ccccc2)n1C
→ 9, 0.3
> O=C(Nc1cccc(F)c1)c1ccc2c(c1)OCO2
→ 9, 0.7
> CCCCC/C=C/C1=CC(=O)C[C@H](c2ccc3c(c2)OCO3)C1
→ 5, 0.9
> O=C(Nc1ccccc1)Nc1ccccc1NS(=O)(=O)c1cccs1
→ 30, -0.2
> CNC(=S)N(C)/N=C1/C(=O)N(Cc2c(Cl)cccc2Cl)c2ccccc21
→ 8, -1.5
> CC(=O)c1c(C(C)=O)c(C)n(-c2ccc(N)c(C)c2)c1C
→ 18, 0.9
> CCOC(=O)/C(C#N)=C\c1ccco1
→ 6, 0.2
> Cc1ccc(C(=O)NCC(=O)NCC(c2cccs2)N2CCOCC2)cc1C (stereo not drawn)
→ 14, 0.0
> CC(=O)Oc1ccc2c(c1)cc(C)n2C
→ 36, -0.1
> Cc1c(/C=N/NC(=O)c2cccs2)c2ccccc2n1Cc1ccccc1Cl
→ 10, 0.2
> CCN(CC)CCOc1c(C)cccc1Cl
→ 15, -0.9
> O=c1c2ccccc2oc2cc(-c3ccc4[nH]ccc4c3)ccc12
→ 88*, 0.1
> NS(=O)(=O)c1ccc(CCNC(=O)Nc2ccc(Cl)cc2)cc1
→ 2, -2.5
> Cc1ccccc1SCC(=O)NNC(=O)c1ccncc1
→ 7, -1.4
> Cc1noc(C)c1CSCC(=O)Nc1cc(S(=O)(=O)N2CCCCC2)ccc1OC(C)C
→ 24, -1.1
> Cc1ccc(C(=O)Nc2nc3ccccc3s2)s1
→ 22, -2.0
> COCCNC(=O)C(c1ccco1)N(C(=O)Cn1nnc2ccccc21)c1cc(C)ccc1C (stereo not drawn)
→ 8, -0.8
> O=[N+]([O-])c1ccc(N=Nc2ccc(O)cc2O)cc1
→ 15, 1.7
> COc1cc(NC(=O)CN2C(=O)COc3ccc(S(=O)(=O)N4CCOCC4)cc32)cc(OC)c1
→ -2, -0.3
> Cc1cc2ccccc2c(=O)n1CC(=O)Nc1ccc2c(c1)OCO2
→ 23, -1.2
> CCOc1cc(N2CCOCC2)c(OCC)cc1NC(=O)CSc1ncn[nH]1
→ 30, -1.4

(listing goes on)
Results follow in this order: OX1R antag, STK33 kinase inh
> Cc1cccc(N(Cc2cc3ccccc3[nH]c2=O)C(=O)c2cccs2)c1
→ 15, 7.9
> COc1cc(C)c(C(N)=O)c(OC)n1
→ 3, -0.2
> O=c1c2ccccc2sc2ccc(C#CC3(O)CCCCC3)cc12
→ 41, 0.5
> CC(CC(=O)Nc1cc(S(=O)(=O)N2CCOCC2)ccc1OCC(F)(F)F)c1ccccc1 (stereo not drawn)
→ -4, 0.2
> CCOc1ccc(CN(C(=O)c2cc(=O)c3cc(C)cc(C)c3o2)C2CCS(=O)(=O)C2)cc1 (stereo not drawn)
→ 28, 0.4
> O=C(c1c(F)cccc1F)N1CCCC(c2nc(-c3ccc(F)cc3)no2)C1 (stereo not drawn)
→ 32, -0.1
> Cc1ccc(C)c(OCCn2c(=O)c3c(ncn3C3CCCC3)n(Cc3ccccc3)c2=O)c1
→ 27, -1.0
> COc1cc(S(=O)(=O)N2CCN(Cc3ccc4c(c3)OCO4)CC2)ccc1NC(C)=O
→ 9, -0.8
> Cc1cccc(C)c1NC(=O)COC(=O)CCC(=O)c1cccs1
→ 7, -1.4
